Dynein transport = dynein cargo transport inhibition. AID 1381. z-score, hits read low. hit rate 0.47% among 220,000. 3617.4 mouse cells, GR-EGFP nuclear translocation imaging; test concentration mostly 20 µM; stimulated with dexamethasone, 1 µM; stronger effect = lower value;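 active = plate z-score of nuclear minus cytoplasmic receptor signal below a set negative limit, without overly bright fluorescence or cell loss, cut at about -3.5 in these data, passing the limit was not always enough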;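 note: z-score of nuclear minus cytoplasmic ring GR-EGFP intensity difference per well; some compounds called inactive have numbers as strong as hits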
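Buffer or medium: Induction medium lacking tetracycline, stripped serum | Also added: Dexamethasone agonist, 1.0 µM final, for 30 min | Timing: 48 h induction, 1 h compound, 30 min dex at 37 °C | Detection: Formaldehyde fixation, Hoechst nuclear stain, 10x automated fluorescence imaging | Measure: Nuclear versus cytoplasmic GR-EGFP signal, averaged per well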
b-catenin transl = alters nuclear translocation of beta-catenin in HeLa cells; hit rate 0.3% among 190,000; immunofluorescence imaging; nuclear translocation activity, % at 5 µM;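 active = nuclear translocation activity above 50% at 5 µM, with a well cell count of 50 or more; inconclusive = wells under 50 cells across six images, flagged as toxic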;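 note: per-cell ratio of nuclear to cytoplasmic median beta-catenin stain intensity; plate controls were DMSO negative control for no effect and GSK-3 inhibitor IX positive control for full effect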
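System: HeLa cells, endogenous beta-catenin; compound dosing: 5 µM primary single dose, 0.1% DMSO, 0.02–20 µM confirmation series; incubation: 24 h compound exposure at 37°C, 5% CO2; signal: beta-catenin immunofluorescence imaging with DAPI; evaluation: % activation, nuclear-to-cytoplasmic median beta-catenin signal ratio per cell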
CSM14.1 death rescue = rescue of cells from ER stress-induced death, primary screen, 384-well, CSM14.1, thapsigargin, ATP luminescence (AID 1222) | CSM14.1 thapsigargin-induced death rescue, ATP luminescence; higher % means a stronger effect | cellular ATP content (survival), % at 20 µM; hits with a dose series show EC50 in µM | 190,000 tested, under 10 active;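 active = EC50 below 50 µM in the dose-response confirmation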;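 note: death triggered by thapsigargin at about 15 µM added after 2 h compound pretreatment; cell ATP read after overnight thapsigargin exposure of roughly 18 to 22 hours; normalized against plate controls of thapsigargin alone and 5% DMSO vehicle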
XIAP displacement = small molecules displacing peptide from XIAP – biochemical, IAP family, fluorescence polarization (AID 1018). hit rate 0.007% among 200,000. displacement, % at 20 µM; hits with a dose series show IC50 in µM. XIAP BIR domain, fluorescence polarization peptide displacement; higher % means a stronger effect; in the data active = displacement above about 50%; note: a part of the inactive calls stands beside numbers as strong as those of hits
Ins promoter up = MIN6 insulin promoter up-regulation; MIN6 insulin promoter-GFP reporter, high-content imaging; stronger effect = higher value; z-score at 5 µM; hit rate 0.3% among 190,000;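 active = z-score above 3 at 5 µM with at least 500 cells counted in the well; inconclusive = wells under 500 cells, flagged as cytotoxic or low count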
Autophagy HCS = autophagy modulation, high-content screen. calls only at 10 µM (by protocol). MEF GFP-LC3 puncta imaging; test concentration mostly 10 µM. hit rate 0.98% among 190,000;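 active = percentage of spot-positive cells more than 3 SD above its plate mean, without a fluorescence outlier flag or 80% toxicity; inconclusive = no clear call, values can overlap the other calls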;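 note: spot-positive cell cutoff set from DMSO-treated cells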
MT stabilizer = microtubule stabilization, imaging screen; HeLa tubulin immunostaining HCS, 24 h; share of cells brighter than vehicle mean+2SD; hit rate 0.83% among 200,000; % tubulin-high responders, % at 10 µM; AID 2205;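 active = plate Z-score above 3 for both tubulin-high and condensed-nucleus cell shares, with cell loss under 80%, at 10 µM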;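 note: anti alpha tubulin signal scored within the nucleus-defined area of each cell; some results filed as inactive read as strong as hits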
Lipid droplet = hepatic lipid droplet formation modulation; AML12 mouse hepatocytes, oleate lipid droplets, BODIPY imaging; AID 1656; hit rate 0.4% among 240,000; inhibition, % at 6.5 µM;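 active = lipid droplet intensity inhibited by at least 50%, with more than 500 cells counted; inconclusive = wells with under 300 cells, treated as cytotoxic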
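Assay system: AML12 mouse liver cells | Compound dosing: One dose, 6.5 µM compound | Read-out basis: Droplet intensity reduction, % inhibition | Measured by: Fluorescence imaging, 20x objective, two fields per well | Schedule: Overnight treatment with compound plus oleate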
WT yeast gro inh = growth inhibition of WT yeast, mitochondrial fusion screen | inhibition, % at 10 µM | mitochondrial fusion phenotypic screen, WT strain | hit rate 2.1% among 190,000 | AID 1362; in the data active = inhibition above about 58%; tested in S. cerevisiae
WT yeast gro inh mutant strain = second read-out of WT yeast gro inh, no call of its own (marks repeat the call); inhibition, %; mitochondrial fusion phenotypic screen, mutant strain inhibition
Dynein transport cytoplasmic EGFP = second read-out of Dynein transport, no call of its own (marks repeat the call); z-score; measured here: cytoplasmic GR-EGFP intensity; stronger effect = higher value
Dynein transport nuclear GR-EGFP = also measured in Dynein transport; calls as there; z-score; measured here: nuclear GR-EGFP intensity;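 lower value marks the stronger effect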
Dynein transport cell count = recorded beside Dynein transport, whose call it bears; z-score; measured here: cell count per field
Ins promoter up cell count = second read-out of Ins promoter up, no call of its own (marks repeat the call); cell count; measured here: cytotoxicity, nuclei count;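 total cells summed across four imaged fields per well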
Lipid droplet cells 6.5 µM = also measured in Lipid droplet; calls as there; cell count; measured here: cell count, cytotoxicity flag;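 cells counted across two imaged fields per well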
b-catenin transl cell count 5 µM = also measured in b-catenin transl; calls as there; cell count; measured here: cell count, cytotoxicity flag
MT stabilizer Hoechst-high % = further read-out of MT stabilizer, marked with its call; % Hoechst-high responders; measured here: nuclear condensation Hoechst responders;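 share of cells brighter than vehicle mean plus two SD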
MT stabilizer cytotoxicity % = further read-out of MT stabilizer, marked with its call; toxicity, %; measured here: cytotoxicity by cell density;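 0% = mean cell density of plate MIN control wells and 100% = no cells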
Autophagy HCS cell loss 18 h = recorded beside Autophagy HCS, whose call it bears; toxicity, %; measured here: cell loss, nuclei count;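 cell loss after 18 h compound exposure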
* marks the source's active call; other numbers are inactive results; i = inactive; u = inconclusive; x = not tested or not shown. Random draw from the library. About 4% of those tested had a hit in this group.

SMILES	Dynein transport	Dynein transport cytoplasmic EGFP	Dynein transport nuclear GR-EGFP	Dynein transport cell count	b-catenin transl	b-catenin transl cell count 5 µM	CSM14.1 death rescue	XIAP displacement	Ins promoter up	Ins promoter up cell count	Autophagy HCS	Autophagy HCS cell loss 18 h	MT stabilizer	MT stabilizer Hoechst-high %	MT stabilizer cytotoxicity %	Lipid droplet	Lipid droplet cells 6.5 µM	WT yeast gro inh	WT yeast gro inh mutant strain
O=C(O)/C=C/c1cnc[nH]1	-0.0059	-0.27	0.46	0.41	x	x	-3.7%	-1.0%	x	x	i	-7	2.0	1.7	4.3	25	695	-1	-17
CSc1nc(-c2ccccc2)ccc1C(N)=O	-0.33	0.078	0.39	-0.59	x	x	-0.3%	-4.0%	x	x	i	-2	1.9	1.7	25	5	701	-16	-21
N#CCCC(CCC#N)C1=NCCc2ccccc21	1.2	-0.23	0.4	-0.57	-0.6	1307	x	x	0.08	1124	x	x	x	x	x	6	718	x	x
CC1CC(=O)Nc2ccccc2N1S(=O)(=O)c1ccc(Cl)cc1 (stereo not drawn)	-0.57	-0.054	-0.38	-0.0057	0.4	1324	x	x	0.54	1136	x	x	x	x	x	-19	665	x	x
CC(C)c1ccc(/C=N/N2CCN(c3ccccn3)CC2)cc1	0.07	0.12	0.14	0.3	-1.8	1163	x	x	0.05	1401	x	x	x	x	x	-1	633	x	x
COc1cc(N=C2C(=O)N3CCCc4cccc2c43)cc(OC)c1	-0.94	-0.21	-0.31	0.4	-2.1	976	-0.3%	-2.3%	0.14	1265	i	-2	1.5	2.5	1.9	3	624	4	17
CC(Sc1nc(C(C)(C)C)cc(-c2ccccc2)c1C#N)C(=O)Nc1ccccc1 (stereo not drawn)	0.38	-0.27	0.0083	-0.99	-0.2	845	-0.5%	-17%	-0.18	1181	i	-6	3.1	1.3	7.6	-1	596	-8	-11
COC(=O)c1ccc(/C=N/NC(=S)NCCN2CCOCC2)cc1	-0.45	-0.32	0.092	1.4	-0.2	1113	-0.2%	-4.0%	0.27	1222	i	16	8.4	3.0	13	-8	660	-10	21
O=C(CSc1ncccn1)NN=C1CCCCCC1	-0.71	-0.28	0.28	0.71	-0.1	1164	-1.5%	-6.0%	0.28	1507	i	16	3.2	1.9	10	19	634	-3	-5
O=c1cc(CN2CCC(Cc3ccccc3)CC2)nc2sccn12	-0.18	-0.28	0.024	0.56	-4.1	1017	-0.2%	-3.5%	-0.39	1530	i	-48	2.0	2.2	11	-9	674	8	5
Cc1c(C#N)c2ccccc2n1CC(=O)N1CCc2ccccc2C1	-0.16	-0.19	0.026	1	-0.9	1063	-1.5%	-20%	0.3	1857	i	21	2.3	2.5	2.2	-10	475	6	-14
CCOC(=O)NC(=O)CSc1nnc(C)s1	-0.57	-0.26	-0.31	0.35	-0.7	1037	0.2%	-6.4%	0.5	1223	i	7	2.3	1.9	6.4	6	772	11	25
Cc1ccc(CN2CCN(/N=C/c3sccc3C)CC2)c(C)c1	1.9	-0.13	0.95	-1.3	-1.2	500	2.7%	-3.8%	0.47	1202	i	-1	3.4	2.3	3.8	20	619	53	36
CSc1nnc(SCc2nc3sc(C(=O)O)c(C)c3c(=O)[nH]2)s1	-0.073	-0.28	-0.27	0.13	0.6	1062	x	x	0.93	1491	x	x	x	x	x	14	724	x	x
O=C(Nc1ncc(Cc2ccc(SC(F)F)cc2)s1)c1ccc(OC(F)F)cc1	0.34	-0.11	-0.077	0.093	x	x	-1.9%	0.6%	0.51	665	i	37	5.9	58	42	u	x	4	-12
C=C1CCN([C@@H](C)C(=O)NCc2ccc(Cl)cc2)S(=O)(=O)c2ccccc21	-0.91	-0.2	-0.42	0.42	2.0	1082	x	x	0.32	727	x	x	x	x	x	-63	599	x	x
CC(=O)N(/N=C1\Sc2ccccc2C1=O)c1ccccc1	-0.7	0.58	-0.62	0.65	0.5	1334	-0.9%	-4.1%	0.1	1529	i	-2	1.2	1.0	7.8	x	x	-10	4
CCC(=O)N1CCc2cc(S(=O)(=O)NCCN3CCC(C)CC3)ccc21	0.24	-0.39	0.46	-0.38	-3.3	1037	1.4%	-5.7%	-0.78	934	i	2	1.6	1.8	9.8	-10	783	15	-32
COC(=O)c1cc(=O)[nH]c(SCc2cccc(C)c2)n1	0.76	-0.28	1.2	-0.22	2.1	488	-2.0%	-0.7%	0.38	1255	i	7	3.7	1.8	3.2	4	729	14	6
Cc1ccc(S(=O)(=O)N(C)CC(=O)OCC(=O)NC(=O)NC(C)C)cc1	1	0.084	0.44	-0.45	-1.3	1268	x	x	0.28	1080	x	x	x	x	x	1	652	x	x
CCC1CCCCN1CCNC(=O)c1[nH]c(C)c(C(C)=O)c1C (stereo not drawn)	-1.1	-0.095	-0.16	1.6	-1.2	1356	-2.2%	-0.6%	-1	1293	i	-1	2.2	4.3	8.3	x	x	x	x
COC(=O)c1ccc2c(=O)n(CCN3CCOCC3)c(=S)[nH]c2c1	-0.52	-0.28	-0.92	1.8	x	x	-1.5%	-1.1%	-0.2	1297	i	-8	3.0	1.5	3.4	4	673	-11	-5
Cc1onc(-c2c(F)cccc2Cl)c1C(=O)N1CCc2ccccc21	-0.31	-0.29	-0.17	-0.27	x	x	-0.4%	1.6%	x	x	i	-4	2.5	2.7	2.6	-6	756	-7	-3
CCOc1ccccc1C(=O)N/N=C/c1c[nH]c2ccccc12	-0.86	-0.21	-0.41	1.6	-1.9	1150	-1.0%	-4.4%	0.34	1271	i	18	2.4	2.5	4.8	-4	739	2	-7
O=C(CCC1CCCN(C(=O)c2ccc3cc[nH]c3c2)C1)N1CCN(c2ccccn2)CC1 (stereo not drawn)	-0.74	-0.33	0.0068	0.97	0.5	1404	0.5%	-1.5%	-0.38	1543	i	9	3.0	1.8	5.9	-22	716	-15	-11
Cc1ccc2c(c1)cc(CN(C(=O)N1CCOCC1)C1CCCC1)c1nnnn12	-0.62	-0.3	-0.18	0.89	-2.3	1041	2.5%	-12%	0.48	1424	i	0	2.1	1.0	9.3	0	707	6	4
COc1ccc(-c2csc(NC(=O)CSc3nnc(Nc4ccccc4C)s3)n2)cc1	-0.12	0.17	0.2	0.52	0.3	1505	-0.3%	-1.5%	-0.32	1288	i	-29	2.3	2.0	7.0	u	x	3	4
CCc1cccc(CC)c1NC(=O)COC(=O)c1cccc(S(=O)(=O)N2CCc3ccccc3C2)c1	-0.94	-0.32	-0.7	0.75	-1.4	458	-7.9%	-1.5%	-0.43	1368	i	-25	3.5	6.1	6.1	5	629	-7	-2
N#Cc1c(-c2ccc3c(c2)OCO3)csc1N	0.5	-0.23	0.26	0.15	x	x	x	3.4%	-0.23	1195	i	-5	2.2	2.4	1.8	10	713	17	-8
O=C1NC(=S)S/C1=C\c1coc2ccc(O)cc2c1=O	-0.76	-0.24	-0.37	1.1	1.2	1003	x	x	0.1	1364	x	x	x	x	x	-6	713	x	x

Assay outcomes (PubChem)
